Pf growth 96h: P. falciparum growth inhibition at 96 hours; P. falciparum luciferase reporter growth, 96 h; Potency, µM (titrated, usually from 28.7 µM), for inactives: top-dose activity change, negative = inhibition, hits mostly inhibitors; 6.9% of 320,000 active; further: potency means the concentration at half of the fitted maximal effect; on the % scale 0 is the no-effect control and ±100 the full control effect
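P. falciparum expressing integrated firefly luciferase grown in erythrocytes (2% hematocrit, 0.05% parasitemia final) with compounds for 96 hours at 37 C, 5% CO2. Growth inhibition read as loss of luminescence after adding luciferase detection reagent.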
Shiga toxin inh: Shiga toxin inhibition; 9.2% of 290,000 active; inhibition, % at 38.7 µM; AID 2315; Vero cells, Shiga toxin protein synthesis inhibition reporter; in the data active means inhibition mostly above about 28%, no sharp cut-off; inactive means mostly below about 43%; further: 0% is about no effect
Giardia FBPA inh: inhibitors of Giardia lamblia fructose-1,6-bisphosphate aldolase; A8B2U2; purified Giardia FBPA; Potency, µM (titrated, usually from 59.6 µM), for inactives: at the highest dose activity, negative = inhibition, usual class: inhibitors; 0.71% of 290,000 active; AID 2451; further: potency means the concentration at half of the fitted maximal effect; on the % scale 0 is the no-effect control and ±100 the full control effect; nearly all actives have a fitted effect of over 55% in size
Target sequence (A8B2U2 whole entry, looked up): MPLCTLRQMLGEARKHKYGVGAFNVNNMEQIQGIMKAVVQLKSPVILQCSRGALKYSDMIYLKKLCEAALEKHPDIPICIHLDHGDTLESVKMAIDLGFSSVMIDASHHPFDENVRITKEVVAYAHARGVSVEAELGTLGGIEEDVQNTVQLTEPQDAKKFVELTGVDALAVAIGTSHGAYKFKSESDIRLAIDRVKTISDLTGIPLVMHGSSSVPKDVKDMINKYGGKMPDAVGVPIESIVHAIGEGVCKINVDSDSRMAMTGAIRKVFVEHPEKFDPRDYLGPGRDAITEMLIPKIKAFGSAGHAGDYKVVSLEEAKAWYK
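40 nM FBPA preincubated 10 min at RT with compound (up to 57.5 uM final), then substrate plus GAPDH/TPI/NAD/arsenate coupling and diaphorase/resazurin added. Fluorescence read after 20 min at RT, 525/598 nm.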
Sm TGR block: blocks Schistosoma mansoni thioredoxin glutathione reductase | purified TGR, DTNB reduction, TNB absorbance 405 nm | Potency, µM (series often up to 114 µM), for the others: at the highest dose activity change, negative = inhibition, actives largely listed as inhibitors | Q962Y6 | 3% of 360,000 active | AID 485364; further: potency means the concentration at half of the fitted maximal effect; on the % scale 0 is the no-effect control and ±100 the full control effect; nearly all actives have a fitted effect of over 60% in size
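Kinetic colorimetric format: TGR-catalysed, NADPH-driven DTNB reduction monitored via TNB absorbance. Enzyme dispensed at 20 nM; compound exposure 15 min at room temperature before reaction start.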
CHX counter: counter-screen hit for Shiga toxin inhibitors, cycloheximide | cell reporter, cycloheximide protein synthesis inhibition counterscreen | max response, % | 12% of 300,000 active | AID 2314; in the data active means max response mostly above about 13%, no sharp cut-off; inactive means mostly below about 14%; further: read at 38.3 µM for the half of the compounds with a filed dose; 0% is about no effect
Pf growth 48h: inhibits P. falciparum growth in the first generation, 48 h. 5.9% of 310,000 active. Potency, µM (doses to about 28.7 µM), for the others: top-dose activity change, negative = inhibition, usual class: inhibitors. P. falciparum luciferase growth in erythrocytes, 48 h. AID 504832; further: potency means the concentration at half of the fitted maximal effect; on the % scale 0 is the no-effect control and ±100 the full control effect
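Luminescence readout; reporter = integrated firefly luciferase in P. falciparum. RBC culture at 2% hematocrit, 0.1% parasitemia final, 37 C/5% CO2; decreased signal taken as growth inhibition.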
An asterisk follows results filed as active; ? = inconclusive; nt = not tested or not shown; & = joins results of further samples; [ ] = dose if it differs, or a comment. Unless noted, the call rests on the fitted dose curve; in most records, active means well fitted curve in the direction sought with a large enough effect; inconclusive means small, poorly fitted or top-dose-only effect, or another doubt; inactive means no such curve, though single readings can be large; an effect the other way counts as inactive or inconclusive. This is a random part of the collection, and some 24% of all compounds hit somewhere here.

SMILES | Pf growth 96h | Shiga toxin inh | Giardia FBPA inh | Sm TGR block | CHX counter | Pf growth 48h
NC[C@@H]1O[C@H](O[C@H]2[C@H](O)[C@H](O[C@@H]3O[C@H](CO)[C@@H](O)[C@H](N)[C@@H]3O)[C@@H](N)C[C@H]2N)[C@@H](O)[C@H](O)[C@@H]1O | 10.5%[12.8 µM] | nt | 1.2%[21.7 µM] | nt | nt | 5.5%[12.8 µM]
Cc1ccc2c(c1)-c1c(ssc1=S)C(C)(C)N2C(=O)CSC1=NCCS1 | ? | 9.8 | -7.0% | -3.5% | 0.6 | ?
CCOC(=O)CCNCc1ccc(OC)c(OC)c1 | 45.8%[activator] | -5.9 | -1.1% | 5.0% | -2.7 | 13.1%
Cc1ccc(C(=O)c2nc3c(n2O)CCCC3)cc1 | 6.5% | 10.7 | -6.8% | -1.1% | 17.4 | nt
O=C1CC(N2CCN(c3ccc(O)cc3)CC2)C(=O)N1Cc1cccs1 (stereo unspecified) | -27.8% | 2.6 | -28.6% | 50.1µM* | -2.4 | ?
NS(=O)(=O)c1cccc(NC(=O)CCSc2ccccc2Cl)c1 | 109.9%[activator] | 68.5* | 0.1% | 0.4% | 61.2* | 78.7%[activator]
CCc1ccc(N(CC(=O)NCc2ccco2)C(=O)CCC(=O)Nc2ccccn2)cc1 | -5.2% | 30.6 | 3.9% | -7.0% | 7.9 | 0.4%
CC1CCN(S(=O)(=O)c2ccc(NC(=O)Cn3nnc(-c4ccccc4)n3)cc2)CC1 | 25.6% | -7.2 | 2.7% | 9.5% | -3.4 | ?
COc1cc2c(c(OC)c1OC)-c1ccc(OC)c(=O)cc1[C@@H](N(C)CC#CCO)CC2 | 5.9% | -8.5 | -3.7% | ? | -9.2 | ?
O=C(c1ccc2c(c1)OCO2)N1CCCC(c2ccccc2)C1 (stereo unspecified) | -17.4% | -17.9 | 8.2% | -24.3% | -4.2 | -10.6%
S=c1[nH]nc(-c2cc(-c3ccsc3)n[nH]2)n1-c1ccccc1 | ? | 10.3 | 12.0% | -6.0% | 6.5 | 25.4%
O=C1C=C(NCCN2CCOCC2)CC(c2ccccc2)C1 (stereo unspecified) | 23.3% | -5.5 | nt | -23.9% | -3.0 | 23.4%
COc1ccc(CC(=O)Oc2ccc(C)cc2Br)cc1OC | 5.1% | -2.8 | nt | 2.6% | 0.7 | 0.8%
CCc1nnc(NS(=O)(=O)c2ccc(NC(=O)/C=C/C(=O)O)cc2)s1 | ? | 9.2 | -26.8% | 5.62µM* | 1.7 | 20.0%
CCC(=O)N1c2ccc(C)cc2C2=NNC(=S)NC21O (stereo unspecified) | 14.9% | 1.3 | -21.6% | 3.6% | -1.3 | nt
O=C(CCCOc1ccccc1)Nc1nnc(C2CCCO2)s1 (stereo unspecified) | 45.6%[activator] | 13.6 | 5.0% | -30.1% | -1.4 | -22.1%
CC(C(=O)NCc1ccco1)n1ccc2cc(S(=O)(=O)N3CCCC3)ccc21 (stereo unspecified) | ? | -6.9 | 6.4% | 7.2% | -1.6 | ?
CC(=O)NC(CCCN1C(=O)c2ccccc2C1=O)c1nnn(C)n1 (stereo unspecified) | -22.7% | -6.6 | 2.7% | -18.8% | -6.5 | 14.4%
COc1ccc(C2Nc3ccccc3C(=O)N2NS(=O)(=O)c2ccc(C)cc2)c(OC)c1 (stereo unspecified) | 41.7%[activator] | -7.9 | -15.5% | -0.1% | -1.6 | 3.4%
COc1cccc(-c2cc(C(=O)Nc3cccc(O)c3)no2)c1 | -12.7% | 33.3 | 0.2% | -27.5% | 22.8 | 222.1%[activator]
CCCC(C)c1nnc(NC(=O)C2CCCO2)s1 (stereo unspecified) | 35.0%[activator] | 35.2* | 0.7% | -16.0% | 40.0* | 63.7%
O=C(NCCc1ccccc1)C1CCN(S(=O)(=O)N2CCCCC2)CC1 | 4.8% | -3.0 | -3.0% | -6.6% | 11.5 | 10.2%
O=C(COC(=O)c1ccc2ncsc2c1)NCc1ccc(F)cc1 | 39.0%[activator] | nt | nt | -0.5% | nt | 48.3%[activator]
Nc1ncnc2c1nc(N1CCCCC1)n2[C@@H]1O[C@@H]2COP(=O)(O)O[C@H]2[C@H]1O | nt | -13.0 | -1.0% | nt | -6.9 | nt
CCOC(=O)c1c(C)[nH]c(C(=O)COC(=O)CCC2CCCC2)c1C | nt | -18.4 | 0.5% | -1.2% | -2.4 | -7.2%
COc1cc(C(=O)NC2CC3CCCC(C2)N3C2CC2)cc(OC)c1OC (stereo unspecified) | 109.0%[activator] | 8.7 | 10.2% | 7.2% | -2.9 | ?
Cc1ccc(CC(=O)N2CCN(c3ccc([N+](=O)[O-])cc3)CC2)cc1 | ? | -3.5 | -8.3% | 7.7% | 2.6 | -20.3%
COc1ccc(C(C(=O)NC2CCCC2)N(CCO)C(=O)Cn2nnc(-c3ccc(C)o3)n2)cc1 (stereo unspecified) | 17.6% | 2.8 | 4.4% | -1.8% | -4.5 | ?
Cc1ccc(CN2CCC(=O)N2)cc1 | 0.0% | 14.7 | -23.6% | -3.8% | -3.1 | -0.8%[0.00184 µM]
CC(C)C1Nc2ccc(C(=O)NCc3ccco3)cc2NC1=O (stereo unspecified) | -0.1% | -3.4 | -9.0% | -28.8% | -4.2 | 40.5%[activator]
COC(=O)c1nc(N)sc1C(C)C | 25.6% | -4.2 | 0.7% | 6.5% | 6.0 | 8.1%
O=C1NC(=O)c2cc(NC(=O)c3cccc4ccccc34)ccc21 | 15.1% | -4.5 | -9.5% | 0.3% | -3.5 | 33.1%[activator]
COc1ccc(-c2nc(CNS(=O)(=O)c3ccc(OC)c(OC)c3)cs2)cc1 | -15.2% | 14.3 | -0.2% | 0.3% | -2.9 | -10.0%
O=c1c2ccccc2nc(SCc2ccc([N+](=O)[O-])cc2)n1-c1ccccc1 | ? | -18.3 | -0.4% | -23.5% | -2.3 | ?
CC(C)(C)c1ccc(COC(=O)CNC(=O)CNC(=O)Cc2ccccc2)cc1 | 55.1%[activator] | -12.5 | nt | -12.0% | 8.0 | 43.0%
Cc1nn(C)cc1CNC(=O)c1ccc(F)cc1 | 51.1%[activator] | -2.0 | 5.4% | -0.7% | -2.5 | 3.7%
O=C(Nc1ccncc1)c1ccc(Cl)c(S(=O)(=O)N2CCCCC2)c1 | 1.85µM* | nt | nt | -5.2% | nt | ?
O=C(Nc1cccc(-c2cscn2)c1)C1CCN(Cc2ccccn2)CC1 | 30.8%[activator] | 24.9 | 16.4% | -31.6% | 0.9 | -11.0%
COc1ccc(N2CCN(c3nc4c(c(=O)n(C)c(=O)n4C)n3CCCc3ccccc3)CC2)cc1 | 6.9% | -1.1 | -0.1% | 4.0% | -1.6 | 0.7%
CCN(CC)S(=O)(=O)c1cccc(-c2nc3n(n2)Cc2ccccc2-3)c1 | 11.1% | 26.2 | -5.7% | -23.6% | 15.1 | 24.5%

A draw from above in order of molar mass, descending.
SMILES | Pf growth 96h | Shiga toxin inh | Giardia FBPA inh | Sm TGR block | CHX counter | Pf growth 48h
COc1ccc(-c2nc(CNS(=O)(=O)c3ccc(OC)c(OC)c3)cs2)cc1 | -15.2% | 14.3 | -0.2% | 0.3% | -2.9 | -10.0%
CC(C)(C)c1ccc(COC(=O)CNC(=O)CNC(=O)Cc2ccccc2)cc1 | 55.1%[activator] | -12.5 | nt | -12.0% | 8.0 | 43.0%
O=c1c2ccccc2nc(SCc2ccc([N+](=O)[O-])cc2)n1-c1ccccc1 | ? | -18.3 | -0.4% | -23.5% | -2.3 | ?
Cc1nn(C)cc1CNC(=O)c1ccc(F)cc1 | 51.1%[activator] | -2.0 | 5.4% | -0.7% | -2.5 | 3.7%
COC(=O)c1nc(N)sc1C(C)C | 25.6% | -4.2 | 0.7% | 6.5% | 6.0 | 8.1%

Further compounds:
SMILES | Pf growth 96h | Shiga toxin inh | Giardia FBPA inh | Sm TGR block | CHX counter | Pf growth 48h
COCCCN(Cc1ccco1)C(=O)Cn1ncc2c(=O)oc3ccc(C)cc3c21 | 30.1%[activator] | 1.5 | 8.5% | -30.5% | 1.8 | 78.8%[activator]
O=c1[nH]c(N2CCOCC2)nc2c1CCCC2 | ? | 14.3 | -0.1% | -4.8% | -2.1 | 16.3%
COc1ccc(CCn2ccc(O)c(Cc3ccc(Cl)cc3Cl)c2=O)cc1OC | ? | 13.7 | -4.3% | nt | -1.7 | ?
O=C(NCc1ccccc1Cl)c1ccc(CSc2nc3ccncc3[nH]2)cc1 | ? | -5.0 | 6.0% | -2.3% | -3.6 | 11.7µM*
Cc1ccc(C(=O)NCc2ccco2)cc1S(=O)(=O)N1CCCC1 | 26.6% | 6.4 | -15.6% | 39.8µM* | -1.9 | 11.7µM*
Cc1cccc(C)c1Nc1nnc(SCC(=O)c2ccc(Br)s2)s1 | ? | -8.2 | 0.0% | -6.3% | -1.6 | -7.7%
O=C(Cn1cnc2ccccc21)Nc1ccccc1-c1ccccc1 | -28.3% | -3.0 | 5.8% | -4.4% | -3.4 | 10.1%
FC(F)(F)c1nnc2c(Sc3ccc(Cl)cc3)nc3ccccc3n12 | 13.9% | 26.5 | 1.0% | -20.2% | -7.1 | ?
O=c1cc(-c2ccccc2)oc2ccccc12 | 123.4%[activator] | nt | nt | 0.6% | nt | 94.5%[activator]
C/C(=N/NC(=O)c1ccccc1)C(=O)O | ? | 73.6* | -19.2% | ? | 41.7* | 14.2%
CCC(C(=O)NCc1ccccc1OC)c1ccccc1 (stereo unspecified) | ? | -5.8 | 6.1% | 5.9% | 1.1 | 28.1%
CC(=O)Nc1ccc(S(=O)(=O)NCC2CCC(C(=O)NCc3ccccc3)CC2)cc1 (stereo unspecified) | -28.1% | -7.6 | 6.1% | -1.6%&-2.3% | -1.1 | 2.8%
COC(=O)c1ccc(C(=O)OC)c(NC(=S)N2CCC(C)CC2)c1 | 7.38µM* | -16.9 | 3.2% | -10.3% | -3.2 | -25.0%
O=C1Nc2ccc(Br)cc2C1Cc1ccccc1F (stereo unspecified) | ? | -12.2 | ? | -0.8% | -4.6 | 36.2%[activator]
CSC(=S)N(C)C1CCS(=O)(=O)C1 (stereo unspecified) | -0.4% | 24.4 | 4.0% | 5.2% | -1.1 | 18.3%
CCOC(=O)c1c(C=O)c(C)n(Cc2ccc(C)cc2)c1C | ? | 25.9 | 3.5% | 3.9% | 4.2 | nt
Cc1ccc(-c2cc(C(=O)NCCCN3CCOCC3)no2)cc1 | nt | -7.9 | 10.4% | -7.6% | -2.0 | ?
COc1ccc(CNC(=O)c2cncc(Br)c2)cc1 | 19.3% | 18.9 | 13.6% | -3.4% | 14.2 | 64.3%[activator]
CSc1nnc2c3cc(F)ccc3n(C)c2n1 | 0.0% | nt | 7.3% | -25.2% | -2.0 | ?
COc1ccc(C(=O)Nc2ccc(S(=O)(=O)NC(C)C)cc2)cc1 | nt | -10.2 | 4.6% | -4.9% | 1.4 | -6.6%
Cc1ccc(C(=O)Nc2ccccc2C(=O)NCc2ccccc2)cc1 | ? | 7.8 | -6.0% | -17.8% | 8.4 | ?
Cc1ccn(CC(=O)N2CCCC(N3CCN(c4ccc(F)cc4)CC3)C2)n1 (stereo unspecified) | -0.5% | -5.8 | -8.7% | 9.0% | -1.7 | ?
COc1ccc(N(C(=O)c2cccnc2)S(=O)(=O)c2cc(OC)ccc2OC)cc1 | 1.2% | 6.6 | nt | 0.0% | -3.7 | -16.2%
N=C1/C(=C\c2ccc(Br)o2)C(=O)N=C2SC(CC(=O)N3CCOCC3)=NN12 | 29.2% | -2.9 | -30.0% | -33.3% | 1.3 | 3.1%
Cc1nn(C)c(C)c1NS(=O)(=O)c1ccc(Cl)cc1 | 0.0% | nt | nt | 2.4% | nt | 8.0%
COCC(=O)Nc1c(C(=O)Nc2ccccc2OC)oc2ccccc12 | ? | 2.5 | 2.5% | -8.8% | 8.5 | -18.5%

Bioassay records (PubChem BioAssay)
